EPAC2 antag: EPAC2 (human) antagonism; Q8WZA2; EPAC2 GEF exchange of Rap1B-BODIPY-GDP, fluorescence; 360,000 tested, 0.18% active; Potency, µM (doses to about 114 µM), without a hit: top-dose activity, negative = inhibition, actives largely listed as inhibitors; further: on the % scale 0 is the no-effect control and ±100 the full control effect; nearly all actives have a fitted effect of over 45% in size; many of its hits are not listed in these tables
FUS yeast rescue: rescues growth of FUS-expressing yeast. 390,000 tested, 0.24% active. Potency, µM (top dose mostly 76.6 µM), inactives show at the top dose growth rescue (activation), usual class: activators. S. cerevisiae FUS-expressing, growth rescue, OD600, 24 h;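 further: plate controls were DMSO vehicle for no effect and reference control for full effect; nearly all actives have a fitted effect of over 55% in size; some results filed as inactive show a strong effect at the top dose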
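Steps: raffinose overnight preculture; dilution to OD 0.005 in 2% galactose minimal medium; compound addition (concentration series); 24hr at 30C, 99% humidity; absorbance read at 600 nm.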
EPAC1 agonist: EPAC1 (human) agonism; O95398; EPAC1 agonist qHTS, biochemical assay; response scale: 100% = response to 6.5 mM cAMP; Potency, µM (series often up to 154 µM), for the others: at the highest dose activation, hits mostly activators; 360,000 tested, 0.073% active; AID 720707; further: nearly all actives have a fitted effect of over 60% in size
Target sequence (O95398 whole entry, looked up): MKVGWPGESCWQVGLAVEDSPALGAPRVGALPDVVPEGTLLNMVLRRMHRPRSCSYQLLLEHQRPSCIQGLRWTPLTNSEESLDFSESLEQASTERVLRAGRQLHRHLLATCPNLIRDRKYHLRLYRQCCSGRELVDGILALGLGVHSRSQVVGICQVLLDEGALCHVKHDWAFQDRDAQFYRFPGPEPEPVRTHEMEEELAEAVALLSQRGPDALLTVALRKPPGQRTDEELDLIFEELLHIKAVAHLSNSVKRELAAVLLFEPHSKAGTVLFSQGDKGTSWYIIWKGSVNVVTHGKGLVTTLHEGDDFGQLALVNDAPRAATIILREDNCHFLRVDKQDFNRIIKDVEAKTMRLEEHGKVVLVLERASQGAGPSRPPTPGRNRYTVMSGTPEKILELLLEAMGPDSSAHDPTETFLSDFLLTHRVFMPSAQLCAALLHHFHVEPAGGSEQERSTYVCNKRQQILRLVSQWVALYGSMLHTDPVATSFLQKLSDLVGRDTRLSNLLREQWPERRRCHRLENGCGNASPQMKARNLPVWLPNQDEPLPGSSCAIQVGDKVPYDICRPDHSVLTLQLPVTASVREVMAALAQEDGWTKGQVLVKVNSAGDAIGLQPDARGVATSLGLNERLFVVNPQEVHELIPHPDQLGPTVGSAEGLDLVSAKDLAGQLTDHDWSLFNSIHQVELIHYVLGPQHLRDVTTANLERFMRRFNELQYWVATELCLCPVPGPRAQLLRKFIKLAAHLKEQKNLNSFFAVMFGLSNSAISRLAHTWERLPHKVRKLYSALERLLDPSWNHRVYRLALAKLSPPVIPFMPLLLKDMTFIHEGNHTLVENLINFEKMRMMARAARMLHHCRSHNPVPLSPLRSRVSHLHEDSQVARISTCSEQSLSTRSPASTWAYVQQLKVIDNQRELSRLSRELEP
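Nucleotide exchange assay: 100 nM EPAC1 with 250 nM Rap1B loaded with BODIPY-GDP and 50 uM GDP, room temperature. Fluorescence (480/540 nm) read every 5 min for 30 min; signal change normalized to 6.5 mM cAMP as full agonist.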
aSyn yeast inh: alpha-synuclein toxicity inhibition in yeast; Potency, µM (top dose mostly 46.1 µM), inactives show at the top dose growth rescue (activation), hits mostly activators; Yeast expressing alpha-synuclein, growth rescue, BacTiter-Glo, 24 h; 370,000 tested, 0.14% active; further: % of control where 0% means no effect; nearly all actives have a fitted effect of over 65% in size
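Galactose-induced alpha-syn yeast (OD600=0.02, raffinose-pregrown) + pinned cpd, 24 hr, 30 deg C; growth by BacTiter-Glo luminescence. Growth restoration scores as activation.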
TDP43 rescue: rescues yeast growth from TDP-43 toxicity | TDP-43 expressing yeast growth rescue, BacTiter-Glo, 24 h | Potency, µM (highest dose often 46.1 µM), inactives show at the highest dose growth rescue (activation), actives largely listed as activators | 410,000 tested, 1.8% active | AID 652104; further: % of control where 0% means no effect; nearly all actives have a fitted effect of over 50% in size
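Cell-based yeast growth screen: TDP-43 expression induced in galactose, inoculum OD600=0.02 after raffinose pregrowth to mid-log. Read-out BacTiter-Glo luminescence at 24 hr, 30 deg C; inhibition of toxicity seen as signal increase.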
EPAC1 antagonist: EPAC1 (human) antagonism; O95398; EPAC1 GEF assay, Rap1b-BODIPY-GDP exchange fluorescence; Potency, µM (top dose mostly 115 µM), inactives show at the highest dose activity change, negative = inhibition, most hits filed as inhibitors; 360,000 tested, 0.14% active; AID 720709;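 further: plate controls were vehicle for no effect and positive control for full effect; nearly all actives have a fitted effect of over 50% in size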
PTHR1 agonist: activates the human parathyroid hormone receptor PTHR1; Q03431; HEK293 GP2 PTHR1 cells, GloSensor cAMP luminescence, 1 h; 410,000 tested, 0.075% active; Potency, µM (doses to about 115 µM), for the others: at the top dose activation, hits mostly activators; AID 743266; further: nearly all actives have a fitted effect of over 55% in size; some results filed as inactive show a strong effect at the top dose; inactives centre near -15; many of its hits are not listed in these tables
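HEK-293-derived GP2 cells expressing PTHR1 and a GloSensor cAMP reporter, 3,000/well, plated overnight, given luciferin plus IBMX (each 0.5 mM as added) for 1 h at 37 °C, then compound for 1 h at 37 °C. Luminescence was read after 15 min at room temperature.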
EPAC2 ag: agonists of human EPAC2 (RAPGEF4) | Q8WZA2 | EPAC2 activation, biochemical qHTS; response scale: 100% = 6.5 mM cAMP response | Potency, µM (top dose mostly 154 µM), for the others: at the highest dose activation, actives largely listed as activators | 360,000 tested, 0.079% active | AID 720711; further: nearly all actives have a fitted effect of over 50% in size
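In this primary screen, activation is scored as increased exchange of BODIPY-GDP from Rap1B by 100 nM EPAC2, with 50 uM GDP as competitor. Signal is normalized to the 6.5 mM cAMP agonist control.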
The depositor's hits bear a star; i = inactive; ? = inconclusive; . = no result given; [ ] = remark or other dose. The call rests on the fitted dose curve; in most records, active means well fitted curve in the direction sought with a large enough effect; inconclusive means small, poorly fitted or top-dose-only effect, or another doubt; inactive means no such curve, though single readings can be large; an effect the other way counts as inactive or inconclusive. Potency means the concentration at half of the fitted maximal effect.

compound	EPAC2 antag	FUS yeast rescue	EPAC1 agonist	aSyn yeast inh	TDP43 rescue	EPAC1 antagonist	PTHR1 agonist	EPAC2 ag
COc1ccc(C(=O)Nc2ccc(NC(C)=O)cc2)cc1S(=O)(=O)N(C)Cc1ccccc1	-1.6%	-9.8%	4.6%	0.4%	12.8%	-27.1%	-26.9%	13.5%
Cc1ccc(NC(=O)c2ccc(Cl)c(NC(=O)c3cccs3)c2)cc1	-5.9%	23.7%	16.5%	-1.0%	6.8%	-3.9%	-18.9%	11.5%
CC(C)(C)NC(=O)C(c1ccc(O)cc1)N(C(=O)CCC(=O)Nc1nccs1)c1ccccc1F (centres undefined)	1.4%	7.7%	-12.6%	0.4%	-0.9%[9.22 µM]	-10.9%	i	-7.9%
O=C(Cc1ccc(NC2=NC3CS(=O)(=O)CC3S2)cc1)N1CCN(c2ccc(F)cc2)CC1 (centres undefined)	-3.3%	4.8%	0.6%	-1.6%	5.2%	7.9%	i	4.1%
O=C(CSC1=NCCN1)C1COc2ccccc2O1 (centres undefined)	2.6%	9.6%	-5.7%	1.1%	-3.2%	1.0%	-0.3%[57.5 µM]	-6.9%
CC(C)(C)NS(=O)(=O)c1cc(C(=O)Nc2sccc2C#N)ccc1Cl	3.2%	26.5%	3.5%	1.1%	2.8%	9.1%	-8.2%	-6.1%
COc1ccc([C@H]2CC(=O)C=C(c3c(OC)cccc3OC)C2)cc1	-19.0%	7.4%	4.8%	-5.3%	9.8%	-16.9%	-42.4%[inhibitor]	-0.9%
CCOc1ccc(N2C(=O)/C(=C/c3ccccn3)SC2=S)cc1	-3.7%	13.4%	7.7%	-2.7%	-25.2%	-11.4%	i	4.3%
CC(C)CNC(=O)c1cccc(NC(=O)CSc2ccc(Cl)cc2)c1	-1.6%	.	-6.0%	10.1%	22.2%	1.6%	-15.5%	-1.1%
CC1CC(C)CN(C(=O)Cn2c(-c3nonc3N)nc3ccccc32)C1 (centres undefined)	1.5%	11.8%	0.7%	11.7%	2.5%	17.7%	20.8%[57.5 µM]	-14.6%
COc1ccc(-c2oc3c(c2C(=O)OCCCO)C(OCCCCCO)CCC3)cc1 (centres undefined)	-1.7%	8.7%	-0.9%	-7.5%	20.2%	-9.0%	-5.9%	6.0%
O=C(COc1ccc(S(=O)(=O)N2CCOCC2)cc1)Nc1ccc(Cl)c(C(F)(F)F)c1	-13.2%	-11.4%	-0.9%	8.8%	-6.8%	?	i	0.9%
O=C(/C=C/c1ccccc1)NC(=S)Nc1ccccc1C(=O)NC1CCCCC1	1.6%	12.3%	8.2%	-7.9%	-5.7%	-3.3%	-29.1%[57.5 µM]	4.1%
O=c1oc2ccccc2c2oc3cc(O)c(O)cc3c12	-10.5%	8.91µM*	3.8%	2.3%	-15.7%	?	20.0%	5.5%
C=C[C@H]1[C@H](O[C@@H]2O[C@H](CO)[C@@H](O)[C@H](O)[C@H]2O)OC=C2C(=O)OCC[C@]21O	8.5%	-20.4%	-21.0%	3.0%	15.9%	1.8%	i	2.4%
Cc1ccnc(Cc2ccccc2)n1	-1.4%	-21.7%	8.3%	-0.5%	2.0%	-23.2%	i	2.5%
COC(=O)C1=C(C)NC(=O)C1(Nc1nccs1)C(F)(F)F (centres undefined)	1.6%	-33.2%	-4.4%	0.4%	3.3%	2.2%	i	0.1%
S=C(NCCCNC(=S)Nc1ccccc1)Nc1ccccc1	16.0%	.	-8.8%	1.5%	12.4%	2.3%	i	-8.1%
COc1ccc(CN(C)C(=O)c2ccccc2Sc2ccccc2C#N)c(OC)c1	?	27.5%	-8.7%	3.5%	3.2%	?	-10.5%	23.6%
CCc1ncc(C(O)c2cccc3ccccc23)n1C (centres undefined)	-5.5%	-6.9%	10.9%	-3.7%	-25.3%	7.2%	-2.7%[57.5 µM]	3.1%
CCOc1ccc(CCNC(=O)COC(=O)c2cccc(N(C)C)c2)cc1OCC	-3.6%	19.9%	-0.9%	0.7%	19.6%	10.3%	-46.3%[inhibitor]	-3.3%
CC(C)(Oc1ccc(Cl)cc1)C(=O)NCc1ccc(S(N)(=O)=O)cc1	4.1%	15.8%	-0.8%	-0.8%	-4.6%[9.22 µM]	-1.0%	-11.0%	3.5%
CC(CN1CCOCC1)c1ccccc1 (centres undefined)	-0.2%	-18.0%	3.1%	-6.1%	4.8%	-10.7%	-10.7%[57.5 µM]	5.2%
COc1ccccc1C(=O)NCc1ccco1	1.4%	4.3%	1.2%	0.0%	14.6%	4.1%	-27.8%	9.1%

Compounds above that contain a thiophene ring, fused or not (2):
compound	EPAC2 antag	FUS yeast rescue	EPAC1 agonist	aSyn yeast inh	TDP43 rescue	EPAC1 antagonist	PTHR1 agonist	EPAC2 ag
Cc1ccc(NC(=O)c2ccc(Cl)c(NC(=O)c3cccs3)c2)cc1	-5.9%	23.7%	16.5%	-1.0%	6.8%	-3.9%	-18.9%	11.5%
CC(C)(C)NS(=O)(=O)c1cc(C(=O)Nc2sccc2C#N)ccc1Cl	3.2%	26.5%	3.5%	1.1%	2.8%	9.1%	-8.2%	-6.1%

(continued)
compound	EPAC2 antag	FUS yeast rescue	EPAC1 agonist	aSyn yeast inh	TDP43 rescue	EPAC1 antagonist	PTHR1 agonist	EPAC2 ag
O=C(O)c1cnnc2ccccc12	5.6%	-6.6%	-5.4%	9.3%	1.2%	-10.3%	-17.3%	3.8%
Cc1ccccc1NC(=S)N(C)C1(c2ccccc2Cl)CCCCC1=O (centres undefined)	-1.3%	28.0%	8.0%	2.4%	17.8%	1.9%	i	13.2%
CC(=O)Nc1ccc(Nc2nc(-c3c(C)nc4ccccn34)cs2)cc1	19.8%	14.5%	-16.0%	?	-8.3%	-26.9%	-49.6%[inhibitor]	11.4%
O=C(NC(=S)N(CCCCO)C1CCCCC1)c1sc2ccccc2c1Cl	-4.1%	?	13.5%	?	?	0.9%	-36.2%[inhibitor]	23.8%
COc1ccccc1OCC(=O)N1CCN(c2ccccc2OC)CC1	1.4%	5.5%	-7.9%	5.6%	9.7%	9.7%	-7.6%[57.5 µM]	4.3%
CC(C)c1ccccc1N1CC(C(=O)O)CC1=O (centres undefined)	-2.8%	5.3%	-0.5%	4.8%	2.2%	12.5%	-0.7%[57.5 µM]	-4.3%
CCOc1ccc(NC(=O)CSCC(=O)O)cc1	-0.2%	-12.2%	2.9%	.	-4.1%	-1.6%	-14.2%	4.1%
CCC1=NN(C(=O)c2ccc(Cl)cc2)C(O)(c2ccc(C)cc2)C1 (centres undefined)	-18.4%	8.7%	-1.0%	1.6%	-1.1%	-22.0%	-19.0%	1.7%
COc1ccc(Cl)cc1C(=O)Nc1ccc(NC(=O)c2ccco2)cc1	19.6%	-2.2%	-7.9%	1.2%	24.9%	7.0%	-39.0%[inhibitor][57.5 µM]	0.9%
CCN(CC)S(=O)(=O)c1ccc2c(c1)nc(CCC(=O)Nc1ccc3c(c1)OCO3)n2CC	3.1%	.	-6.5%	-2.7%	11.6%	-23.3%	i	6.0%
O=C(NCc1ccco1)C1CCCN(S(=O)(=O)c2cc(Cl)ccc2Cl)C1 (centres undefined)	3.7%	-20.7%	-2.1%	2.9%	-5.8%	-20.3%	-87.9%[inhibitor]	-4.3%
CC1CN(C/C(=N\O)C23CC4CC(CC(C4)C2)C3)CC(C)O1 (centres undefined)	-6.5%	4.8%	0.6%	3.6%	10.3%	-9.6%	i	1.8%
COc1ccccc1-c1nnc(NC(=O)c2ccc(S(=O)(=O)N(C)CC3CCCO3)cc2)o1 (centres undefined)	-27.7%	.	8.0%	2.6%	11.4%	8.2%	-9.5%	-13.9%
C[C@H](CO)N1C[C@H](C)[C@@H](CN(C)Cc2cccnc2)OCc2cnnn2CCCC1=O	2.8%	-14.4%	1.6%	-3.6%	-8.3%	20.9%	-2.3%	-5.6%
CC1=CC(c2ccccc2)n2nc(N3C(=O)c4ccccc4C3=O)nc2N1 (centres undefined)	5.0%	47.5%	-1.4%	8.7%	-9.3%	3.3%	?	-11.3%
O=C(Nc1ccc(Cl)cc1)OCCn1nnnc1C(c1ccccc1Cl)N1CCOCC1 (centres undefined)	-4.8%	34.7%	2.4%	-2.0%	?	-23.8%	-7.7%[57.5 µM]	1.7%
CCC1(c2ccccc2)NC(=O)N(CC(=O)Nc2cccc(C#N)c2)C1=O (centres undefined)	-14.2%	48.1%	4.4%	-0.6%	-19.1%	-18.4%	22.7%	5.8%
Cc1ccc2[nH]c(=O)c(CN(Cc3ccco3)C(=O)c3ccncc3)cc2c1	-4.7%	18.0%	4.1%	2.0%	0.0%	-1.2%	-5.7%[57.5 µM]	2.4%
O=C(COc1cccc2ccccc12)NNC(=O)C1CCCO1 (centres undefined)	9.7%	8.3%	-6.3%	-7.9%	-25.3%	3.7%	i	2.9%
O=C(NCc1cccc(Br)c1)c1cc(-c2ccccc2)nn1CC1CC(c2cccnc2)=NO1 (centres undefined)	-0.7%	44.7%	-1.8%	-7.9%	26.9%	-8.2%	3.6%	3.7%
CC1CCC(=C(C#N)C(=O)Nc2cccc(Cl)c2)CC1 (centres undefined)	-14.3%	1.9%	16.4%	-0.8%	-9.6%	-2.7%	-7.2%[57.5 µM]	18.6%
COc1ccccc1CNC(=O)c1cc(C)nn1-c1ccccc1	-8.3%	-11.3%	5.7%	-1.1%	6.9%	7.2%	i	-0.1%
CCC1CN(C(=O)NCc2ccccc2)c2ccccc2O1 (centres undefined)	-11.5%	10.0%	9.8%	12.7%	?	-15.0%	-4.6%	4.2%
Cc1c(Nc2nc(-c3ccccc3)cs2)c(=O)n(-c2ccccc2)n1C	0.0%	-6.9%	11.2%	-1.3%	11.7%	-26.5%	-6.8%	-0.6%

Fetched by structure from the entries so far (three):
compound	EPAC2 antag	FUS yeast rescue	EPAC1 agonist	aSyn yeast inh	TDP43 rescue	EPAC1 antagonist	PTHR1 agonist	EPAC2 ag
O=C(COc1cccc2ccccc12)NNC(=O)C1CCCO1 (centres undefined)	9.7%	8.3%	-6.3%	-7.9%	-25.3%	3.7%	i	2.9%
O=C(NCc1cccc(Br)c1)c1cc(-c2ccccc2)nn1CC1CC(c2cccnc2)=NO1 (centres undefined)	-0.7%	44.7%	-1.8%	-7.9%	26.9%	-8.2%	3.6%	3.7%
COc1ccccc1-c1nnc(NC(=O)c2ccc(S(=O)(=O)N(C)CC3CCCO3)cc2)o1 (centres undefined)	-27.7%	.	8.0%	2.6%	11.4%	8.2%	-9.5%	-13.9%

From PubChem

Some of the compounds tested. The share of hits here may be higher or lower than overall.
